MBNL1 CUG block: MBNL1-poly(CUG) RNA binding inhibition. Q9NR56. 280,000 tested, 0.036% active. Potency, µM (doses to about 57.5 µM), inactives show top-dose activity change, negative = inhibition, hits mostly inhibitors. TR-FRET MBNL1-His/biotin-(CUG)12 binding, 665/545 ratio. AID 2675; active = well fitted inhibition curve with a large enough effect in the signal ratio, with a control signal flat, not every such curve was filed as active; inconclusive = small, poorly fitted or top-dose-only effect, or effect the other way, or a change in a side signal; inactive = no such curve, though single readings can be large or run the other way; the % refers to the signal ratio; note: potency is the fitted concentration of half-maximal effect; % is set by controls: 0 for no effect and ±100 for the full control effect
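Ratiometric TR-FRET (665 over 545 nm, excitation 340 nm) tracks disruption of MBNL1-His/biotin-(CUG)12 complex after 60 min at room temperature, with compounds at 92 nM to 58 uM final.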
NPC1 prom act: activators of NPC1 promoter. Huh7 NPC1 promoter luciferase reporter, 24 h. Potency, µM (titrated, usually from 9.22 µM), for the others: at the highest dose activation, most hits filed as activators. 320,000 tested, 2.4% active. AID 485313;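 note: potency is the fitted concentration of half-maximal effect; % of control where 0% means no effect; nearly all actives have a fitted effect of over 60% in size; reporter is driven by a mutant NPC1 promoter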
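Luminescence read-out of NPC1 promoter-driven luciferase in stably transfected Huh7 cells; compounds delivered in DMSO and left 24 h at 37C, 5% CO2, qHTS titration format.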
Menin-MLL TR inh: displaces Texas Red mutant MLL peptide from human menin; O00255; Menin + Texas Red MLL mutant peptide, fluorescence polarization; Potency, µM (titrated, usually from 61.6 µM), for inactives: at the top dose FP activity change, negative = inhibition, actives largely listed as inhibitors; 270,000 tested, 0.23% active; AID 1768; active = well fitted inhibition curve with a large enough effect in the polarisation, with a control signal flat, not every such curve was filed as active; inconclusive = small, poorly fitted or top-dose-only effect, or effect the other way, or a change in a side signal; inactive = no such curve, though single readings can be large or run the other way; the % refers to the polarisation; note: potency is the fitted concentration of half-maximal effect; % of control where 0% means no effect; many of its hits are not listed in these tables
FLuc counter: inhibits or activates purified firefly luciferase, miR-21 counter-screen; P08659; purified FLuc, Km substrates, luminescence inhibition; Potency, µM (series often up to 57.5 µM), inactives show top-dose activity change, negative = inhibition, actives largely listed as inhibitors; 360,000 tested, 6.9% active; AID 588342;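 note: potency is the fitted concentration of half-maximal effect; plate controls were vehicle for no effect and reference inhibitor for full effect; nearly all actives have a fitted effect of over 55% in size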
Target sequence (P08659 whole entry, looked up): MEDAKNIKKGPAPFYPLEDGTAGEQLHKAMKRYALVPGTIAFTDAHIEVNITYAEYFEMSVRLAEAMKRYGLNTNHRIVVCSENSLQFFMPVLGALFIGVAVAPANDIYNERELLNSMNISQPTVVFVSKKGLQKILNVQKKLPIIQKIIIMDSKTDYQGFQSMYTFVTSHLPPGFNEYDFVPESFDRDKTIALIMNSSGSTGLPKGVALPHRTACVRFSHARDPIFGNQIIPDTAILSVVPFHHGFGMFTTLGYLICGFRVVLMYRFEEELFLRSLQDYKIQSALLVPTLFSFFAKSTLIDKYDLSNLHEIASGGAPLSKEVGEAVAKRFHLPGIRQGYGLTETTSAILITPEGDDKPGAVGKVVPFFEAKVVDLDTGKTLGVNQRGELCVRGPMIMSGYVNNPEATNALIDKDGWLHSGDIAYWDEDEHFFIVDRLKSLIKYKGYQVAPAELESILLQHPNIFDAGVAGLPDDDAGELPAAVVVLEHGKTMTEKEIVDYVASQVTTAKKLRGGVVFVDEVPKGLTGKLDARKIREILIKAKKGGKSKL
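Purified P. pyralis luciferase, 10 nM final, with Km-level 10 uM D-luciferin and 10 uM ATP in 50 mM Tris acetate pH 7.5, 10 mM Mg acetate, 0.01% Tween-20, 0.05% BSA; 6-point qHTS titration about 60 µM downward; luminescence read.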
Mito fusion yeast: inhibitors of mitochondrial division or activators of mitochondrial fusion; S. cerevisiae fusion-defective mutant growth rescue, CellTiterGlo 48 h; 320,000 tested, 0.23% active; AID 485298; Potency, µM (doses to about 46.1 µM), for inactives: top-dose growth rescue (activation), usual class: activators;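 note: potency is the fitted concentration of half-maximal effect; % of control where 0% means no effect; nearly all actives have a fitted effect of over 45% in size; temperature-sensitive fusion mutants such as fzo1-1 at 37 °C on non-fermentable ethanol glycerol medium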
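Read-out: ATP-based luminescence (CellTiterGlo, 10 min ambient) reporting growth of fusion-defective ts yeast after 48 hours at 37C on glycerol/ethanol YPEG medium in the presence of compound.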
PKM2 activator: increases activity of human pyruvate kinase M2; AID 1631; Potency, µM (highest dose often 57.5 µM), inactives show at the highest dose activation, hits mostly activators; 260,000 tested, 0.34% active; purified PKM2, Kinase-Glo ATP luminescence, activation; response scale: 0% is enzyme alone, no compound; note: potency is the fitted concentration of half-maximal effect; % is set by controls: 0 for no effect and ±100 for the full control effect; nearly all actives have a fitted effect of over 55% in size
Target sequence (P14618 whole entry, looked up): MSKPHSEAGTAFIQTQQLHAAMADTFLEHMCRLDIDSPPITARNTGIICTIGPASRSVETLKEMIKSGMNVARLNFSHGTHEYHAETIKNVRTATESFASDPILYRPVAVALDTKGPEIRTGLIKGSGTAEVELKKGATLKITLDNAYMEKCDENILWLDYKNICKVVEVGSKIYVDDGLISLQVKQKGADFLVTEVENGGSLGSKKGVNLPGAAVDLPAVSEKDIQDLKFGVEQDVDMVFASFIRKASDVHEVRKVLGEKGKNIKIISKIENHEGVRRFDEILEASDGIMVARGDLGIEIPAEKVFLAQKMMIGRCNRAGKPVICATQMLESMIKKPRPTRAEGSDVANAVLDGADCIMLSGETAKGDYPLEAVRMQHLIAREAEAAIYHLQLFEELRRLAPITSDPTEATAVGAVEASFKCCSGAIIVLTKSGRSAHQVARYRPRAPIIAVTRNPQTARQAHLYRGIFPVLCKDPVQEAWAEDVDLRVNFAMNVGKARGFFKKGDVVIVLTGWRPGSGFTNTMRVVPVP
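Purified hPK-M2 (>95% pure) converted ADP (0.1 mM final) to ATP with 0.5 mM PEP in 50 mM imidazole pH7.2, KCl, MgCl2, Tween 20, BSA; 1 h at room temperature. ATP detected by Kinase-Glo luminescence.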
RORgamma inh: inhibitors of mouse ROR gamma transcriptional activity. P51450. Drosophila S2 Gal4-RORgamma UAS-luciferase reporter, 20 h. Potency, µM (series often up to 53.6 µM), for the others: at the top dose activity change, negative = inhibition, actives largely listed as inhibitors. 310,000 tested, 5.4% active; note: potency is the fitted concentration of half-maximal effect; % is set by controls: 0 for no effect and ±100 for the full control effect; nearly all actives have a fitted effect of over 60% in size
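Compounds are pin-transferred onto Drosophila Schneider cells expressing a copper-inducible Gal4–ROR gamma transactivation domain fusion. After 1 hr, copper sulfate is added to 700 uM final; luciferase is read 20 hr later.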
ELG1 repair inh: blocks ELG1-dependent DNA repair in HEK293T cells; HEK293T ELG1-luciferase reporter, luminescence, 16 h; DNA damage induced by 5-fluorouridine; Potency, µM (titrated, usually from 46.1 µM), inactives show at the top dose activity change, negative = inhibition, usual class: inhibitors; 330,000 tested, 2.3% active; AID 504467; note: potency is the fitted concentration of half-maximal effect; % is set by controls: 0 for no effect and ±100 for the full control effect; nearly all actives have a fitted effect of over 55% in size
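Cells (2,000 per well) received 5-fluorouridine plus test compound or DMSO and were incubated 16 hr at 37 °C, 5% CO2. Luciferase activity was read by luminescence 30 min after ONE-Glo addition; signal suppression marked inhibition of damage-induced ELG1 function.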
VP16 counter: inhibits Gal4-VP16 luciferase reporter, ROR gamma counter-screen; Drosophila S2 Gal4-VP16 UAS-luciferase, luminescence, 20 h; Potency, µM (titrated, usually from 53.6 µM), inactives show at the highest dose activity, negative = inhibition, usual class: inhibitors; 310,000 tested, 3.5% active;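 note: Gal4-VP16 expression switched on by copper sulfate through the metallothionein promoter; potency is the fitted concentration of half-maximal effect; % is set by controls: 0 for no effect and ±100 for the full control effect; nearly all actives have a fitted effect of over 50% in size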
Rab9 prom act: activators of Rab9 promoter; Potency, µM (highest dose often 9.22 µM), for inactives: at the top dose activation, negative = inhibition, hits mostly activators; 320,000 tested, 2.8% active; Huh7 Rab9 promoter-luciferase reporter, luminescence, 24 h; note: potency is the fitted concentration of half-maximal effect; % of control where 0% means no effect; nearly all actives have a fitted effect of over 60% in size
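Huh7 cells stably carrying Rab9 promoter–luciferase reporter, plated 1500 cells/well, compound added after 2 h and incubated 24 h at 37 °C; luciferase luminescence then read after 10 min with detection reagent.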
KCNH2 3.1 inh: KCNH2 3.1 (human) potassium channel inhibition; 340,000 tested, 0.95% active; U2OS KCNH2 3.1, thallium flux FluxOr; active compounds read low; activity change, % (tested at about 1.8 µM);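 active = maximum activity change below -70%; inconclusive = maximum activity change from -70% to -50%; inactive = maximum activity change above -50%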;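 note: thallium influx rate constant from kinetic fluorescence after stimulation buffer; % is set by controls: 0 for no effect and ±100 for the full control effect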
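Steps: virus added to U2OS suspension (4 h, RT, dark); medium with 10% FBS added, cells plated, 37 C overnight; FluxOr/Red40 loading buffer 45 min RT; stimulation buffer, 2 min kinetic read; rate constant normalized.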
The depositor's hits bear a star; ? = inconclusive; . = no result given; & = joins results of further samples; [ ] = another dose, or the depositor's remark. Unless noted, calls come from the whole dose curve; as a rule, active = well fitted curve in the direction sought with a large enough effect; inconclusive = small, poorly fitted or top-dose-only effect, or another doubt; inactive = no such curve, though single readings can be large; an effect the other way counts as inactive or inconclusive. Not all compounds are listed; count on the stated rates, not on these rows.

SMILES,MBNL1 CUG block,NPC1 prom act,Menin-MLL TR inh,FLuc counter,Mito fusion yeast,PKM2 activator,RORgamma inh,ELG1 repair inh,VP16 counter,Rab9 prom act,KCNH2 3.1 inh
Cc1ccc(CNc2c(C=O)c(=O)[nH]c3ccccc23)cc1,-2%,-5%,-7%,1%,1%,0%,?,1%,11%,0%,9
Cc1nc2ccccc2c(=O)n1/N=C/c1ccc(O)cc1O,-2%,0%,-11%,-10%,1%,-6%,-30%,-15%,-3%,0%,3
CC(C)(C)NC(=O)C1CCN(S(=O)(=O)c2cccc3nsnc23)CC1,?,-2%,20%,0%,-1%,.,-21%,7%,-6%,2%,-12
COc1ccc(C2NC(=O)NC(C)=C2C(=O)Nc2cc(C)ccc2C)cc1OC (centres undefined),-6%,-4%,8%,3%,-1%,-2%,0%,0%,-16%,-5%,1
CCCCNC(=O)c1cnc2n(c1=O)CCS2,4%,-1%,-2%,?,-2%,19%,5%,7%,2%,2%,0
O=C(O)c1ccc(C(=O)O)c(C(=O)c2ccccc2)c1,-3%,2%,0%,4%,-3%,-4%,17%,18%,-13%,-1%,-3
CCOC(=O)[C@H]1[C@H]2COc3cc(OC)ccc3[C@@H]2N2C(=O)c3cc(F)ccc3NC(=O)[C@@]12C,.,-5%,.,-2%,-1%,.,.,4%,.,-4%,.
CCCCC(=O)Nc1cccc(NC(=O)c2cccc([N+](=O)[O-])c2)c1,?,-1%,?,-1%,0%,7%,15%,?,3%,-4%,0
COc1ccc(CCN(C)C(=O)c2cc(=O)c3ccccc3o2)cc1OC,?,1%,-29%,-7%,13%,.,0%,?,5%,2%,21
Cc1cc(C(=O)CCC(=O)N2CCN(S(=O)(=O)c3ccccc3)CC2)c(C)s1,.,2%,.,10%,0%,.,.,1%,.,1%,-2
Cn1c(SCC(=O)Nc2cc([N+](=O)[O-])ccc2F)nnc1C(F)(F)F,?,-1%,6%,-2%,-8%,3%,-9%,1%,-3%,-1%,0
Cc1ccc(CCNC(=O)c2nn(C)c3c2CS(=O)(=O)c2ccccc2-3)cc1,-1%,3%,.,-7%,15%,.,13%,?,-10%,-5%,-15
CCCc1[nH]c2ccc(C#N)cc2c1CCC,-1%,0%,69%[activator],-1%,3%,2%,18%,-12%,-8%,0%,0
Cc1cccc(C)c1OCc1cc(C(=O)NCc2cn(C)nc2C)no1,4%,-5%,3%,-2%,1%,2%,-30%,-5%,8%,2%,6
CC(C)(C)c1cc(NC(=O)c2ccco2)n(-c2ccccc2)n1,-14%,4%,0%,-2%,-6%,-14%,0%,0%,-13%,12%,3
O=C(c1cn[nH]c1)c1cc(F)ccc1O,10%,-4%,5%,2%,2%,7%,10%,21µM*,-10%,-9%,-6
COCCCNC(=O)c1c(N)n(-c2ccc3c(c2)OCO3)c2nc3ccccc3nc12,20%,5%,-8%,0%,6%,2%,3%,-24%,?,0%,11
Nc1cccc(Oc2ccc([N+](=O)[O-])cc2)c1,?,0%,18%,-1%,-1%,10%,?,16%,-10%[10 µM],2%,-21
COc1ccc(NC(=O)CSc2nncn2C)cc1,-4%,0%,35%[activator],-4%,5%,.,-27%,?,-4%,-9%[1.84 µM],3
O=C(NN1CCOCC1)c1cccc(Cl)c1,-9%,5%,5%,-2%,1%,1%,-24%,14%,-5%,9%,-1
COc1ccc(N=C(N(C)C)P(=O)(N(C)C)N(C)C)cc1,-5%,1%,3%,-2%,-1%,-23%,0%,-7%,6%,10%,-8&7
O=C(CCn1ccc2cc(S(=O)(=O)N3CCCC3)ccc21)NCc1cccc(F)c1,-5%,-6%,-2%,4%&-6%,-4%,7%[0.46 µM],7%,0%,7%,-5%,-2
COc1cccc(C2=NOC(C(=O)NCc3cccnc3)C2)c1 (centres undefined),-1%,-4%,1%,4%,0%,.,22%,1%,-5%,-2%,9
Cc1ccc(NC(=O)C2C3C=CC4(O3)C2C(=O)N(CCCN2CCCC(C)C2)C4C(=O)NC2CCCCC2)cc1 (centres undefined),-1%,4%,-24%,0%,-3%,1%,-29%,1%,0%,6%,4
Cc1cc(C)cc(C(=O)NCC(=O)OCc2cc([N+](=O)[O-])cc3c2OCOC3)c1,.,6%,0%,-2%,11%,-8%,-33%[10 µM],1%,?,6%,-10
Cc1ccc(CN2C(=O)CCC2C(=O)NCCCN2CCC(C)CC2)cc1 (centres undefined),-6%,1%,-18%,4%,-3%,8%,-1%,3%,17%,-5%,-2
CCOC(=O)Nc1ccc2c(c1)nc(CN1CCOCC1)n2C,0%,-2%,4%,1%,-2%,0%,3%,27%,2%,-1%,-14
CN(CC(=O)Nc1ccc(F)cc1)C(=O)COC(=O)/C=C/c1cccs1,.,-2%,.,2%,0%,.,.,5%,.,-3%,-5
CC/C(=N\NC(=O)c1nnn(-c2nonc2N)c1CN(C)c1ccccc1)c1ccccc1,9%,3%,14%,0%,-5%,-20%,-5%,-20%,-5%,-2%,-5
O=C(NNC(=O)c1cnccc1C(F)(F)F)c1ccc(Cl)cc1,.,?,.,-15%,-2%,-5%,6%,16%,6%,-2%,-2
CC(NC(=O)CSc1ncnc2nc[nH]c12)c1ccccc1 (centres undefined),-8%,1%,-6%,0%,-2%,-6%,21%,0%,-5%,-5%,1
O=C1CC(C(=O)NCc2ccccc2)C2(CCCC2)O1 (centres undefined),-8%,7%,1%,0%,0%,-10%,-8%,7%,-5%,12%,-8
Cc1ccc([N+](=O)[O-])c2c1C(N1CCCC1)C(C)(C)O2 (centres undefined),16%,-5%,-5%,0%,19%,0%,-2%,1%,2%,-1%,19
CC(C)(O)C(=O)NNC(=S)Nc1ccc(F)c(Cl)c1,-3%,0%,20%,1%,-2%,21%,-26%,6%,5%,0%,-7
Oc1ccccc1CNc1ncc(Br)cc1Br,5%,3%,?,?,-11%,?,38%,?,7%,4%,2
CCCn1nc(C(=O)Nc2ccc3nc(N4CCOCC4)sc3c2)ccc1=O,.,-10%,.,-18%,-2%,.,.,16µM*,.,-19%,17
CC1(C)CC(=O)C2=C(C1)N(CCN1CCOCC1)C1=C(C(=O)CC(C)(C)C1)C2c1cccc(Cl)c1,9%,-2%,16%,3%,1%,-1%,1%,-5%,-4%,2%,-6
COCC(=O)NCCc1nc(-c2ccccc2)cs1,2%,1%,3%,-1%,1%,-1%,-7%,1%,1%,-8%,0
Cc1ccc(S(=O)(=O)NCC(=O)OCC(=O)N2CCc3ccccc32)cc1,12%,-4%,-12%,5%,3%,-2%,-13%,?,-5%,13%,15
O=c1[nH]c2ccccc2n1CCCSc1cnc2ccccc2n1,27%,0%,-11%,-17%,27%,-8%,?,-28%,8%,0%,-4
O=C(COC(=O)c1ccccc1Br)Nc1nnc(-c2ccccc2)o1,.,-2%,.,-8%,6%,.,.,15%,.,1%,21
CC(C)(C)c1ccc(-c2nnc(SCCN3C(=O)c4ccccc4C3=O)o2)cc1,-6%,0%,-14%,15µM*,15%,-1%,-20%,-2%,-2%,-2%,6
COc1ccc(C2=NCCNC(C(F)(F)F)=C2)cc1,?,0%,6%,0%,-1%,-2%,9%,0%,3%,0%,1
O=C1NN(c2cccc(Br)c2)C(=O)/C1=C/c1ccc(-c2cc([N+](=O)[O-])ccc2O)o1,-12%,0%,.,?,3%,-6%,5%,12%,3%,-2%,13
O=C(Nc1cccc(S(=O)(=O)N2CCCCC2)c1)c1cc([N+](=O)[O-])ccc1N1CCOCC1,.,1%,.,3%,21%,.,.,-7%,.,1%,-27
CCn1nc(C)cc1C(=O)NC1CCCc2c1cnn2-c1cc(F)cc(F)c1 (centres undefined),-7%,-4%,.,-19%,4%,-5%,29%,-25%,2%,11%,4
CCOC(=O)CSc1nnc(CNC(=O)Cc2ccccc2)n1-c1ccccc1OC,-2%,-4%,0%,1%,1%,-2%,-2%,0%,1%,-6%,13
